MCF10A rereplic = A quantitative high throughput screen for small molecules that induce DNA re-replication in MCF 10a normal breast cells | MCF 10A DNA re-replication, Hoechst nuclear intensity, 48 h | Potency, µM (series often up to 46.1 µM), without a hit: at the top dose activity, positive = re-replication, usual class: activators | actives 2.9% (n = 350,000) | AID 624296, 2012; also: potency is read from the fitted curve at half-maximal effect; % of control where 0% means no effect; nearly all actives have a fitted effect of over 50% in size
HEK293 tox = qHTS of GLP-1 Receptor Inverse Agonists: Cytotox Screen | HEK293 cAMP-luciferase reporter cells, luminescence, 24 h | Potency, µM (doses to about 38.3 µM), without a hit: at the highest dose activity change, negative = inhibition, usual class: inhibitors | actives 0.13% (n = 410,000) | AID 624418, 2012;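 also: loss of luciferase light is scored as toxicity; potency is read from the fitted curve at half-maximal effect; % is scaled to controls: 0 for no effect and ±100 for the full control effect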
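Step one: seed cells (200 cells/uL, DMEM with 10% Nu serum, 1% pen-strep). Step two: 12-hour incubation at 37 deg C. Step three: pin 23 nL compound, incubate 24 hr. Step four: add luciferase reagent, read luminescence 12 min later.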
KB-V1 cytotox = qHTS assay for MDR1-selective chemotherapeutics: Primary screen using the drug-selected MDR subline cells KB-V1. KB-V1 MDR cells viability, CellTiter-Glo, 72 h. AID 1347076, 2019. Potency, µM (series often up to 46.1 µM), inactives show at the highest dose activity change, negative = cytotoxicity, hits mostly cytotoxic. actives 3.4% (n = 400,000); also: potency is read from the fitted curve at half-maximal effect; % is scaled to controls: 0 for no effect and ±100 for the full control effect; nearly all actives have a fitted effect of over 60% in size
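In this primary screen, KB-V1 cells overexpressing P-gp are incubated with library compounds (lowest to highest concentration) for 72 h at 37 degrees C before a luminescent ATP viability read.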
IL-1B inflam inh = qHTS for Inhibitors of Inflammasome Signaling: IL-1-beta AlphaLISA Primary Screen. activity change, % at 57.5 µM. THP-1 LPS/ATP IL-1B secretion, AlphaLISA, 16 h; stronger effect = lower value. actives 4.7% (n = 360,000); in the data active = activity change below about -50%; inconclusive = mostly about -30% to -49%; also: % is scaled to controls: 0 for no effect and ±100 for the full control effect
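Secreted IL-1B measured by AlphaLISA bead assay after 16 h compound exposure of THP-1 cells; compounds (final up to 57.5 uM) added 1 h before LPS (250 ng/mL) and ATP (1.25 mM) stimulation; lower signal means less secretion.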
SW480 rereplic = A quantitative high throughput screen for small molecules that induce DNA re-replication in SW480 colon adenocarcinoma cells; actives 1.8% (n = 340,000); AID 624297, 2012; Potency, µM (top dose mostly 46.1 µM), inactives show at the top dose re-replication activation, hits mostly activators; SW480 DNA re-replication, Hoechst DNA content imaging, 48 h; also: potency is read from the fitted curve at half-maximal effect; % of control where 0% means no effect; nearly all actives have a fitted effect of over 55% in size
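DNA re-replication was detected as more nuclei of elevated Hoechst intensity after 48 hr exposure to compound (23 nL pinned per well of 250 cells).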
KB-3-1 cytotox = qHTS assay for MDR1-selective chemotherapeutics: Primary screen using the parental adenocarcinoma cell KB-3-1 | AID 1347075, 2019 | actives 1.4% (n = 400,000) | KB-3-1 viability, CellTiter-Glo ATP luminescence, 72 h | Potency, µM (top dose mostly 46.1 µM), inactives show top-dose activity change, negative = cytotoxic, most hits filed as cytotoxic; also: potency is read from the fitted curve at half-maximal effect; % is scaled to controls: 0 for no effect and ±100 for the full control effect; nearly all actives have a fitted effect of over 60% in size
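Cells are dispensed, compounds pinned in, plates held at 37 °C for 72 h, then CellTiter-Glo is added and luminescence read after 10 minutes. Cell line: parental KB-3-1 in phenol-red-free DMEM, 10% FBS.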
HT1080NT lethal = qHTS for induction of synthetic lethality in tumor cells producing 2HG: qHTS for the HT-1080-NT fibrosarcoma cell line; Potency, µM (top dose mostly 46.1 µM), without a hit: at the top dose activity, negative = less viability, most hits filed as cytotoxic; HT-1080-NT fibrosarcoma viability, CellTiter-Glo ATP luminescence, 48 h; actives 1.6% (n = 360,000);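 also: NT is the 2HG producing partner of a matched IDH1 knockdown line; potency is read from the fitted curve at half-maximal effect; 0% = DMSO-treated cells and -100% = media-only wells without cells; nearly all actives have a fitted effect of over 55% in size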
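Toxicity toward the 2HG-producing NT line was scored as %Activity, normalised to DMSO and no-cell wells, from CellTiter-Glo luminescence after 48 hours' treatment.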
DRD3 agonist = qHTS of D3 Dopamine Receptor Agonist: qHTS. D(3) dopamine receptor (Homo sapiens), P35462. AID 652048, 2013. actives 0.58% (n = 410,000). D3R DiscoveRx beta-arrestin cells, luminescence, 90 min. max activation, %; in the data active = max activation above about 30%; also: 0% is about no effect; mostly tested at two doses, the higher about 12 µM
Target sequence (P35462 whole entry, looked up): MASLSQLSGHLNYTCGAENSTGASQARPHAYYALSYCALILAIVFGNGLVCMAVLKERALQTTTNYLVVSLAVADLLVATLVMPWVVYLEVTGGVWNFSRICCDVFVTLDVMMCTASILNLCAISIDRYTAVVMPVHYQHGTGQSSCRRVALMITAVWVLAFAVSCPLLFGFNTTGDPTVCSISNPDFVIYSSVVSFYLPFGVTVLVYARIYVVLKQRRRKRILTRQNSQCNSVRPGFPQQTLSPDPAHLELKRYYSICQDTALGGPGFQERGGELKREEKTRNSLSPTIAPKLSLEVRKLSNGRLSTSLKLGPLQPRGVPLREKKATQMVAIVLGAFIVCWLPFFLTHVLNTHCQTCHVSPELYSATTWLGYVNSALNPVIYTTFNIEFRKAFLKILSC
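Agonist-mode cell screen: cells plated at 1500/well and incubated overnight at 37 °C, then exposed to library compounds for 90 min at 37 °C. Detection reagent was added for 30–60 min at room temperature, and luminescence was read.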
HT1080 IDH1KD tx = qHTS for induction of synthetic lethality in tumor cells producing 2HG: qHTS for the HT-1080-IDH1KD cell line. HT-1080 IDH1 knockdown viability, ATP luminescence, 48 h. Potency, µM (highest dose often 46.1 µM), inactives show at the top dose activity, negative = toxicity, actives largely listed as cytotoxic. actives 2% (n = 360,000);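 also: potency is read from the fitted curve at half-maximal effect; 0% = DMSO wells and -100% = cell-free medium wells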
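Cytotoxicity counter-line: IDH1KD HT-1080, 48 h, CellTiter-Glo. Curves classed by r2, magnitude and activity.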
An asterisk follows results filed as active; ? = inconclusive; / = not tested or not shown; & = joins results of further samples; [ ] = dose if it differs, or a comment. Unless noted, calls follow the shape of the dose curve; as a rule, active = well fitted curve in the direction sought with a large enough effect; inconclusive = small, poorly fitted or top-dose-only effect, or another doubt; inactive = no such curve, though single readings can be large; an effect the other way counts as inactive or inconclusive.

SMILES | MCF10A rereplic | HEK293 tox | KB-V1 cytotox | IL-1B inflam inh | SW480 rereplic | KB-3-1 cytotox | HT1080NT lethal | DRD3 agonist | HT1080 IDH1KD tx
COc1ccc(-c2cc(OC)c3ccccc3n2)cc1 | ? | 12% | -18% | -16 | -3% | 8% | -1% | 5 | -2%
COc1cccc(OC)c1C(=O)Oc1ccc2c(c1)O/C(=C\c1ccncc1)C2=O | ? | -1% | ? | -101* | ? | ? | 18µM* | -1 | ?
Cc1ccc(/C=N/Nc2nncc(-c3ccccc3)n2)o1 | -34%[inhibitor] | 2% | -18% | -9 | ? | 5% | -23% | 5 | -20%
COC(=O)CSCc1nc(-c2ccc(C(=O)OC)cc2)oc1C | / | 2% | 15% | / | / | -10% | / | 8 | /
CC(NC(=O)C1(c2cccs2)CCOCC1)c1ccccc1 (configuration not stated) | -5% | 6%&6% | 5%&0% | 1 | -3% | 8%&-1% | 4% | -11&-15 | 2%
CCN(CC)c1ccc(/C=N/NC(=S)NC)c(O)c1 | 1.3µM* | ? | -18% | 91 | -5% | 9.2µM* | -18% | 1 | -17%
C=CCN1C(=O)/C(=C/c2ccccc2)S/C1=N/c1nccs1 | -1% | 0% | -24% | -7 | -8% | -3% | 1% | 6 | -2%
COc1ccc(Cl)cc1NC(=O)C(OC)c1ccccc1 (configuration not stated) | 2% | 0%[0.307 µM] | ? | -29 | 1% | 5% | -2% | 5 | -1%
CCOc1ccc(NC(=O)CCNS(=O)(=O)c2cccc3nonc23)cc1 | -18% | -4%&-6% | 0%&0% | -10 | -11% | -4%&8% | 26% | 3&1 | 14%
COc1ccccc1-c1csc(C(NC(C)=O)c2ccc(F)c(F)c2)n1 (configuration not stated) | / | 7% | -2% | 8 | / | 0% | 10% | 6 | -4%
CCOC(=O)c1cnc2ccccc2c1Nc1ccc2c(c1)OCCO2 | 0% | -2% | -1% | -7 | 9% | -1% | ? | 15 | -26%
CSCCC(NC(=O)/C(=C\c1ccc(Cl)cc1)NC(=O)c1ccccc1)C(=O)O (configuration not stated) | -3% | -5% | 8% | -2 | -13% | 17% | 1% | 6 | -8%
COc1cccc(Oc2c(C)oc3c(CN4CCCC4)c(O)ccc3c2=O)c1 | -2% | 7% | -3% | 0 | 5% | -3% | -2% | -2 | 0%
C=CCN(c1ccccc1C(=O)O)S(=O)(=O)/C=C/c1ccccc1 | 21% | 18% | 9% | 31 | ? | 9% | 0% | 0 | 6%
Cc1ccc2nc(SCC(=O)N(C)C3CCS(=O)(=O)C3)[nH]c2c1 (configuration not stated) | -1% | 12% | -16% | 21 | -12% | -33% | -6% | -17 | -6%
NC(=O)C(c1ncc(C(F)(F)F)cc1Cl)c1c(Cl)cccc1Cl (configuration not stated) | 3% | 2% | -8% | 2 | 1% | 1% | -3% | -3 | -6%
O=C(c1ccc(Cl)c(S(=O)(=O)N2CCCC2)c1)N1CCN(c2ccccn2)CC1 | -2% | -2% | -8% | -3 | -1% | -2% | 2% | -4 | -7%
Cc1cccc(C)c1NC1=NC(=S)N(c2ccc(C(=O)O)cc2)C12CCCCC2 | 4% | -9% | ? | 25 | -2% | -1% | 1% | 20 | -5%
COc1cccc(/C=N/NC(=O)c2nnn(-c3nonc3N)c2CN(C)c2ccccc2)c1 | ? | -27% | -10% | -21 | -14% | -6% | -5% | -2 | 0%
Cc1ccc(C)c(NC(=O)CCc2nc3cccnc3n2Cc2cccs2)c1 | / | 1% | -2% | / | / | 14% | / | -8 | /
CC1=C(C)CC(C(=O)c2ccc(C)cc2)C(C(=O)O)C1 (configuration not stated) | 0% | 10% | ? | -5 | -5% | -3% | 1% | -3 | 6%
CCC(=O)Nc1ccc2c(c1)nc(CCN1CCC(C)CC1)n2C | 23% | -18% | 0% | -11 | -8% | -14% | 10% | -14 | 12%
CC(Cc1ccco1)NC(=O)c1ccc(C(F)(F)F)cc1 (configuration not stated) | 0% | 5% | 0% | ? | -5% | -2% | -1% | -12 | -6%
Cc1ccc(S(=O)(=O)N2[C@@H](c3ccccc3F)C(C(=O)O)=CC[C@H]2c2ccc(Cl)cc2)cc1 | 7.3µM* | -37% | -2% | 30 | -11% | -3% | -27% | -49 | -12%
CCOC(=O)c1cc(C(=O)OCC)c2ccccn2c1=O | ? | / | ? | -14 | ? | 26% | 2% | 1 | 13%
COc1ccc(NC(=O)COC(=O)c2ccc3c(c2)OCCO3)cc1 | / | -13% | 20% | 21 | / | 2% | 3% | -1 | 2%
Cc1ccc(C)c(C(=O)NC2CC(C)(C)NC(C)(C)C2)c1 | 0% | 25% | -8% | 16 | -5% | 3% | 10% | -4 | 1%
CCOCCCn1c(=N)c(C(=O)NCC2CCCO2)cc2c(=O)n3cc(C)ccc3nc21 (configuration not stated) | / | 245%[activator] | -18% | / | / | 4% | / | -7 | /
CCOc1ccccc1NC(=O)COC(=O)CSc1ccc(Cl)cc1 | -1% | 3% | 2% | 0 | -3% | -1% | 3% | -1 | 0%
COc1ccc(/C=N/NC(=O)Cn2cnc3c2c(=O)n(C)c(=O)n3C)c(OC)c1OC | -1% | -10% | 4% | 20 | 17% | 5% | -5% | 3 | -1%

An excerpt from above in order of molecular weight, rising.
SMILES | MCF10A rereplic | HEK293 tox | KB-V1 cytotox | IL-1B inflam inh | SW480 rereplic | KB-3-1 cytotox | HT1080NT lethal | DRD3 agonist | HT1080 IDH1KD tx
COc1ccc(NC(=O)COC(=O)c2ccc3c(c2)OCCO3)cc1 | / | -13% | 20% | 21 | / | 2% | 3% | -1 | 2%
Cc1cccc(C)c1NC1=NC(=S)N(c2ccc(C(=O)O)cc2)C12CCCCC2 | 4% | -9% | ? | 25 | -2% | -1% | 1% | 20 | -5%
O=C(c1ccc(Cl)c(S(=O)(=O)N2CCCC2)c1)N1CCN(c2ccccn2)CC1 | -2% | -2% | -8% | -3 | -1% | -2% | 2% | -4 | -7%

Next part.
SMILES | MCF10A rereplic | HEK293 tox | KB-V1 cytotox | IL-1B inflam inh | SW480 rereplic | KB-3-1 cytotox | HT1080NT lethal | DRD3 agonist | HT1080 IDH1KD tx
N#Cc1ccc(NC(=O)COc2ccc(-n3cnnn3)cc2)cc1 | -1% | 10% | -3% | -19 | 1% | ? | 0% | 6 | -20%
Cn1cc(Br)c(C(=O)N/N=C/c2cc3ccccc3nc2Cl)n1 | 1% | -13% | -13% | -24 | 6% | 2% | -8% | 3 | -3%
COc1ccccc1N(CC(=O)NCCC1=CCCCC1)S(=O)(=O)c1ccccc1 | 22% | -7% | -22% | -12 | 5% | -23% | -8% | -1 | -22%
Cc1cc(C)cc(NC(=S)N(Cc2cccc(Br)c2)CC2CCC(C(=O)O)CC2)c1 (configuration not stated) | -3% | -5% | 11% | 22 | -52%[inhibitor] | 2% | 2% | 3 | 7%
CCCCn1cnc2c1c(=O)n(C)c(=O)n2C | -1% | 2% | 7% | 17 | 14% | -1% | 3% | -4 | 2%
CS(=O)(=O)c1ccc2nc(NC(=O)c3cc(-c4ccccc4)nn3-c3ccccc3)sc2c1 | 9% | 0% | -6% | -20 | 0% | -15% | 2% | 4 | 8%
CC(C)Oc1ccc(S(=O)(=O)N2CCCCC2)cc1NC(=O)CN1C(=O)NC(C)(C2CC2)C1=O (configuration not stated) | 2% | -2% | 0% | 7 | 2% | -11% | 2% | -2 | 2%
COc1ccc(-c2nc3cc(NC(=S)NC(=O)Cc4ccccc4)ccc3o2)cc1 | ? | -7% | 0% | 11 | 3% | 13% | -19% | 3 | ?
COc1ccc([N+](=O)[O-])cc1NC(=O)C(C)N(C)Cc1cccc(OC)c1OC (configuration not stated) | 30% | -8% | 8.2µM* | 2 | 17% | -1% | 4% | -10 | -1%
COc1ccc(NC(=O)c2nc(S(=O)(=O)Cc3cccc(C)c3)ncc2Cl)c(OC)c1 | ? | 5% | ? | -26 | -5% | -2% | 5% | -9 | ?
O=C(O)C[C@H]1c2cc(C(F)(F)F)ccc2S(=O)(=O)N1C1CCCCC1 | -25% | 4% | ? | -5 | 3% | 4%&1% | 1% | -11 | 1%
Cc1ccc(C(=O)N[C@@H](C)CN2C3=NC[C@H](C(C)C)N3C[C@H]2Cc2ccc(O)cc2)cc1Br | 16% | 8% | 2% | ? | -28% | ? | -26% | -41 | -30%
O=C(CCCN1C(=O)c2ccccc2C1=O)Nc1ccccc1C(=O)N1CCOCC1 | -4% | 1% | -1% | 11 | -8% | 0% | 10% | 7 | 2%
O=C1c2ccccc2C(=O)C12Cc1ccccc1N1CCN(c3ccccc3)CC12 (configuration not stated) | -181%[0.0737 µM] | 14% | -7% | -6 | ? | -15% | 5% | 0 | 0%

Two records drawn at random from those above:
SMILES | MCF10A rereplic | HEK293 tox | KB-V1 cytotox | IL-1B inflam inh | SW480 rereplic | KB-3-1 cytotox | HT1080NT lethal | DRD3 agonist | HT1080 IDH1KD tx
Cn1cc(Br)c(C(=O)N/N=C/c2cc3ccccc3nc2Cl)n1 | 1% | -13% | -13% | -24 | 6% | 2% | -8% | 3 | -3%
CC(C)Oc1ccc(S(=O)(=O)N2CCCCC2)cc1NC(=O)CN1C(=O)NC(C)(C2CC2)C1=O (configuration not stated) | 2% | -2% | 0% | 7 | 2% | -11% | 2% | -2 | 2%

Source: PubChem
